a7 integrin act = qHTS for Activators of Integrin-Mediated Alleviation for Muscular Dystrophy | 0.064% of 350,000 active | alpha7betagal myoblasts, beta-gal FDG fluorescence, 48 h | Potency, µM (titrated, usually from 38.3 µM), inactives show at the highest dose activation, actives largely listed as activators;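 also: potency is read from the fitted curve at half-maximal effect; 100% = response of the positive control SU9516; nearly all actives have a fitted effect of over 60% in size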
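Alpha7betagal+/- myoblasts (passage 13) were plated 16-24 hr, then exposed to compounds (1:260 dilution of DMSO stock) for 48 hours at 37C. After MPER lysis, β-galactosidase reporter activity was read as FDG fluorescence (ex 480/em 540) after 30 minutes.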
ASM inhibitor = Inhibitors of Secretory Acid Sphingomyelinase (S-ASM): qHTS | placental ASM, HMU-PC fluorogenic substrate, 60 min | Potency, µM (doses to about 57.5 µM), for inactives: at the highest dose activity change, negative = inhibition, actives largely listed as inhibitors | 0.006% of 340,000 active; also: potency is read from the fitted curve at half-maximal effect
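HMU-PC0 cleavage (9 uM final) by human placental ASM, 60 min at 37 °C following 10 min compound exposure at RT; stopped at pH 10, fluorescence Ex 386/Em 447 nm.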
Chronic BCR inh = qHTS Assay to Find Inhibitors of Chronic Active B-Cell Receptor Signaling. ABC-DLBCL IkBa-CBG/CBR reporter, luminescence ratio, 4 h. Potency, µM (titrated, usually from 46.1 µM), for the others: at the top dose ratio change, negative = lower green/red ratio, actives largely listed as inhibitors. 0.05% of 340,000 active; active = well fitted inhibition curve with a large enough effect in the signal ratio, with a control signal flat, not every such curve was filed as active; inconclusive = small, poorly fitted or top-dose-only effect, or effect the other way, or a change in a side signal; the % refers to the signal ratio;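 also: potency is read from the fitted curve at half-maximal effect; plate controls were basal doxycycline-induced cells for no effect and cells given 10 µM MG132 for full effect; MG132 reads +100%, hits lower the ratio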
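Concentration-response series (up to 46 uM) were applied to TMD8 dual-reporter cells for 4 h at 37C with doxycycline. Green/red ratio, after filter-overlap correction, defined %Activity; red signal alone was normalised to basal cells and zero luminescence.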
Eya2 phos inh = qHTS Assay for Inhibitors of the Phosphatase Activity of Eya2; Protein phosphatase EYA2 (Homo sapiens), O00167; recombinant Eya2, OMFP fluorescence dephosphorylation (OMFP is methylfluorescein phosphate); Potency, µM (doses to about 76.9 µM), inactives show at the top dose activity, negative = inhibition, usual class: inhibitors; 0.006% of 330,000 active; also: potency is read from the fitted curve at half-maximal effect; % is scaled to controls: 0 for no effect and ±100 for the full control effect
Target sequence (O00167 whole entry, looked up): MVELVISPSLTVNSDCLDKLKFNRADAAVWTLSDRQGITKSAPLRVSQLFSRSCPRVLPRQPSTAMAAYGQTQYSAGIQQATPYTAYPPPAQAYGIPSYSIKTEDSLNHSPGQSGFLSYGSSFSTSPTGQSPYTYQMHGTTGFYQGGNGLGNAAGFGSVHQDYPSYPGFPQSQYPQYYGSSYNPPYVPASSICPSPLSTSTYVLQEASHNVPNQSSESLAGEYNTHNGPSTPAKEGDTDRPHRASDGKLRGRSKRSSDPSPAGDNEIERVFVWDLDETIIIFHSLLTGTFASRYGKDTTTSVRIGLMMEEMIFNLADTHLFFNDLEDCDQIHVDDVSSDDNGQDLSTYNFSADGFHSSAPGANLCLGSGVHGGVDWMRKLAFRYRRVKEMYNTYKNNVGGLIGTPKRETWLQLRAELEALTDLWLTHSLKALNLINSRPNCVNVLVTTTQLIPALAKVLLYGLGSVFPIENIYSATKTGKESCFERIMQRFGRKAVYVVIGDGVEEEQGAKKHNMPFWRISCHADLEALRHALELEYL
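Eya2 protein (added as 0.2 uM solution) was preincubated with compound for 10 min at ambient temperature in 50 mM HEPES pH 7.5, 50 mM NaCl, 5 uM MgCl2, 0.05% BSA, 1 mM DTT. OMFP (added at 50 uM) then reacted 10 min; fluorescence read at 485/525 nm.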
ELG1 DNA repair = qHTS screen for small molecules that inhibit ELG1-dependent DNA repair in human embryonic kidney (HEK293T) cells expressing luciferase-tagged ELG1; HEK293T ELG1-luciferase reporter, luminescence, 16 h; DNA damage induced by 5-fluorouridine; Potency, µM (doses to about 46.1 µM), for the others: top-dose activity change, negative = inhibition, most hits filed as inhibitors; 2.3% of 330,000 active; AID 504467, 2011; also: potency is read from the fitted curve at half-maximal effect; % is scaled to controls: 0 for no effect and ±100 for the full control effect; nearly all actives have a fitted effect of over 55% in size
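Luminescence from the luciferase reporter, measured 30 min after ONE-Glo reagent at room temperature, was the read-out. Beforehand, 2,000 cells per well were exposed for 16 hr at 37 °C to 5-fluorouridine together with compound or vehicle.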
Mito fusion act = qHTS Assay for Small Molecule Inhibitors of Mitochondrial Division or Activators of Mitochondrial Fusion | S. cerevisiae fusion-defective mutant growth rescue, CellTiterGlo 48 h | Potency, µM (titrated, usually from 46.1 µM), without a hit: at the top dose growth rescue (activation), actives largely listed as activators | 0.23% of 320,000 active | AID 485298, 2010;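 also: potency is read from the fitted curve at half-maximal effect; % of control where 0% means no effect; nearly all actives have a fitted effect of over 45% in size; temperature-sensitive fusion mutants such as fzo1-1 at 37 °C on non-fermentable ethanol glycerol medium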
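Luminescent cell viability in 1536-well qHTS format served as the measure of rescued growth in ts fusion-mutant S. cerevisiae cultured on non-fermentable YPEG for 48 hours at 37C.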
PTAP TSG101 blk = qHTS Assay for Iinhibitors of HIV-1 Budding by Blocking the Interaction of PTAP/TSG101. Tumor susceptibility gene 101 protein (Homo sapiens), Q99816. Fluorescence polarization, FITC-PTAP peptide / Tsg101 binding. Potency, µM (series often up to 115 µM), for inactives: at the top dose activity change, negative = inhibition, hits mostly inhibitors. 340,000 tested, under 10 active; active = well fitted inhibition curve with a large enough effect in the main read-out, with a control signal flat, not every such curve was filed as active; inconclusive = small, poorly fitted or top-dose-only effect, or effect the other way, or a change in a side signal; inactive = no such curve, though single readings can be large or run the other way; also: potency is read from the fitted curve at half-maximal effect; % of control where 0% means no effect
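Fluorescence polarization binding of Tsg101 binding domain (10 uM final) to FITC-labeled PTAP peptide (50 nM final) in HEPES pH 7.5 buffer with NaCl, Tween 20, EDTA, TCEP. Compounds added before peptide; binding 20 min at RT.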
TSHR antag = Antagonists of the Thyroid Stimulating Hormone Receptor: HTS campaign; activity change, negative = inhibition, % at 11.5 µM; AID 504810, 2011; 0.2% of 330,000 active; TSHR-expressing cells, TSH-stimulated cAMP HTRF, 2 h; stronger effect = lower value; Thyrotropin receptor (Homo sapiens), P16473;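 active = activity change below a set negative limit, meaning inhibition stronger than a set level, cut at about -70% in these data; inconclusive = activity change between two set negative limits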; also: % is scaled to controls: 0 for no effect and ±100 for the full control effect
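Freshly harvested TSHR cells receive pin-tooled compound, then EC80 TSH at 4nM final. After 2 hours at 37 deg C, antibody in lysis buffer and cAMP-d2 are added; 30 minutes at ambient temperature precede the HTRF read.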
TCR act = Activators of T cell receptors: qHTS campaign; 330,000 tested, under 10 active; AID 504894, 2011; Potency, µM (series often up to 9.22 µM), for the others: top-dose activation of IL-2 secretion, hits mostly activators; primary human leukocytes, anti-CD3, IL-2 HTRF, 48 h; also: % of control where 0% means no effect
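Primary human leukocytes incubated 48 hr with anti-CD3 beads plus compound, without co-stimulation. Secreted IL-2 measured by HTRF (europium cryptate/d2 anti-IL-2 pair, 320 nm excitation, 665 nm emission).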
Tb PFK inh = qHTS Assay to Find Inhibitors of T. brucei phosphofructokinase. ATP-dependent 6-phosphofructokinase (Trypanosoma brucei brucei), O15648. T. brucei PFK, ADP-Glo luminescence. Potency, µM (titrated, usually from 57.5 µM), without a hit: at the highest dose activity, negative = inhibition, hits mostly inhibitors. 0.17% of 330,000 active. AID 485367, 2010;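 also: potency is read from the fitted curve at half-maximal effect; 0% = uninhibited 1x PFK enzyme wells and -100% = no-enzyme wells; nearly all actives have a fitted effect of over 60% in size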
Target sequence (O15648 whole entry, looked up): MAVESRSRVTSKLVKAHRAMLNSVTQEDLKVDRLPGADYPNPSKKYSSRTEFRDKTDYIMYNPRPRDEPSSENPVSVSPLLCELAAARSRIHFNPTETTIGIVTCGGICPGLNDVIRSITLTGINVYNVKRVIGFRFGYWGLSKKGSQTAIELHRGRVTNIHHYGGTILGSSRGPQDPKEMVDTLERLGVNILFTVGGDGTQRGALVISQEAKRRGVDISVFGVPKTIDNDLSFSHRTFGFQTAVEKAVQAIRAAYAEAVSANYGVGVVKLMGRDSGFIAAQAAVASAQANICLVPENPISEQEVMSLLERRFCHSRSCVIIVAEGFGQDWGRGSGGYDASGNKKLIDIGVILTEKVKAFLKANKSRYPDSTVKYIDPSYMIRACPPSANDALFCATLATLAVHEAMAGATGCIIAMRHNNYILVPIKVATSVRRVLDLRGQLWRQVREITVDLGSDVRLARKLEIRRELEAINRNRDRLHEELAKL
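Activity is normalized to no-enzyme wells (full inhibition) and 1.25 nM enzyme wells (no inhibition). Reaction: 0.5 mM F6P, 0.1 mM ATP, 45 min RT, ADP-Glo luminescence; concentration-response curves fitted and classed by quality.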
AT treatment = qHTS Assay for Identifying a Potential Treatment of Ataxia-Telangiectasia; […] A-T fibroblasts, KAP-1 phosphorylation AlphaLISA; neocarzinostatin DNA damage 30 min before lysis; Potency, µM (doses to about 57.5 µM), for the others: at the highest dose activation, usual class: activators; 0.19% of 320,000 active; AID 485349, 2010; also: potency is read from the fitted curve at half-maximal effect; % of control where 0% means no effect; nearly all actives have a fitted effect of over 45% in size
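ATM-like activity read as KAP-1 phosphorylation via AlphaLISA donor/acceptor antibody pairs after lysis and 6 hr at 25C. Cells were ATM-null patient fibroblasts ([…], hTERT), dosed 60 min, then exposed to the DSB inducer NCS for 30 min.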
Starred values were filed as active, the others as inactive; i = inactive; ? = inconclusive; . = not tested or not shown; [ ] = another dose, or the depositor's remark. Unless noted, calls follow the shape of the dose curve; as a rule, active = well fitted curve in the direction sought with a large enough effect; inconclusive = small, poorly fitted or top-dose-only effect, or another doubt; inactive = no such curve, though single readings can be large; an effect the other way counts as inactive or inconclusive.

SMILES	a7 integrin act	ASM inhibitor	Chronic BCR inh	Eya2 phos inh	ELG1 DNA repair	Mito fusion act	PTAP TSG101 blk	TSHR antag	TCR act	Tb PFK inh	AT treatment
O=C(N/N=C/c1cccnc1)c1ccccc1OCc1ccc(Cl)cc1	.	.	?	-28%	23µM*	2%	.	-9	.	0%	4%
CN(C)CCCN(C(=O)c1ccc2c(c1)OCCO2)c1nc2ccc(Cl)cc2s1	.	.	4%	-3%	19%	-14%	.	10	.	-14%	-9%
Cn1c(O)c(N=NC(=N)N)c2ccccc21	?	-3%	-1%	3%	3%	8%	-2%	3	6%	0%	-13%
CN1CCN(CCCCC(=O)c2ccccc2)CC1	5%	4%	-21%	11%	6%	-2%	0%	3	4%	3%	-5%
O=C(NC1CCN(Cc2ccccc2)CC1)c1cccc(S(=O)(=O)Nc2ccc(F)cc2)c1	-52%[inhibitor]	0%	?	12%	0%	0%	-4%	7	-8%	-4%	-4%
CCc1nonc1NC(=O)COc1cc(C)c(Cl)c(C)c1	20%	9%	0%	-12%	0%	11µM*	4%	-8	-11%	0%	3%
CC(=O)C1=C(C)NC(=O)NC1c1ccc(OC2CCCC2)cc1 (stereo not drawn)	-20%	4%	-15%	-1%	3%	-1%	-5%	6	1%	0%	2%
CN(C(=O)c1cc2c(=O)n3ccccc3nc2n1C)C1CCCCC1	-22%	i	?	-14%	?	4%	.	39	-5%	2%	?
C=CCC1CCC/C(=N\NS(=O)(=O)c2ccc(C)cc2)C1 (stereo not drawn)	23%	3%	-1%	-3%	11%	-6%	-8%	-1	-2%	7%	7%
CCc1nnc(NC(=O)C2COc3ccccc3O2)s1 (stereo not drawn)	?	1%	?	1%	?	1%	1%	-3	-2%	-2%	3%
CCN(CC)C(=O)CN1CCN(c2ccccc2F)CC1	-16%	7%	0%	3%	-12%	-1%	-5%	2	-5%	-2%	2%
Cc1c(NC(=O)CCCN2C(=O)c3cccc4cccc(c34)C2=O)c(=O)n(-c2ccccc2)n1C	-2%	?	?	12%	?	-3%	5%	-7	-3%	-1%	0%
C=CCn1c(N)c(C(=O)Nc2ccccc2)c2nc3ccccc3nc21	-22%	204%[activator]	17%	-26%	?	?	0%	3	-2%	-1%	14%
CCCCN(C(=O)C1=COCCO1)c1c(N)n(CCC)c(=O)[nH]c1=O	-11%	-2%	0%	9%	0%	-3%	-2%	-5	4%	0%	1%
COC(=O)c1ccc(-c2ccc(CNCC(O)c3ccccc3)o2)cc1 (stereo not drawn)	-5%	-2%	-3%	7%	-21%	0%	-6%	-2	-1%	0%	-1%
COc1cccc(NC(=S)N(CCc2c(C)[nH]c3ccccc23)Cc2ccco2)c1	-20%	-5%	?	4%	21µM*	?	-1%	8	5%	-2%	-6%
COc1cc(/C=N/NC(=O)c2cc(-c3ccco3)nc3ccccc23)cc(OC)c1O	9%	3%	-2%	?	?	1%	-10%	2	-6%	1%	0%
COc1ccc2[nH]c(=O)c(CN(CCc3ccccc3)Cc3nnnn3CC3CCCO3)cc2c1 (stereo not drawn)	-11%	62%[activator]	1%	16%	?	0%	-3%	7	5%	3%	3%
COC(=O)c1cc(=O)n(CCc2ccccc2F)c(=Nc2ccc(F)c(Cl)c2)s1	-1%	-11%	?	0%	?	-1%	1%	-22	7%	0%	6%
Cc1ccc(NC(=O)C(c2ccccc2)N(C)C)cc1Cl (stereo not drawn)	4%	-1%	?	11%	8%	-8%	-4%	6	3%	-2%	8%
COc1ccc(NC(=O)c2cc(S(=O)(=O)N3CCOCC3)cs2)cc1	?	-1%	-3%	5%	9%	-1%	-7%	21	7%	-1%	5%
CC1CCCN(C(=O)CNS(=O)(=O)c2cccs2)C1 (stereo not drawn)	-16%	1%	3%	-5%	?	-1%	0%	12	5%	-21%	-4%
COc1ccc(-c2ccnc(SCC(=O)N3CCOCC3)n2)cc1	36%	3%	-1%	5%	-2%	-1%	-9%	0	1%[46.1 µM]	1%	8%
O=C(CSc1nc2ncc(Cl)cc2[nH]1)N1CCC(Cc2ccccc2)CC1	-17%	-3%	3%	9%	0%	.	0%	.	0%	-1%	30%
O=S(=O)(c1ccccc1)N1CCN(Cc2c(O)ccc3ccccc23)CC1	-3%	1%	-6%	5%	0%	.	0%	25	-3%	0%	2%

Structures shown so far containing a thiophene ring, fused or not:
SMILES	a7 integrin act	ASM inhibitor	Chronic BCR inh	Eya2 phos inh	ELG1 DNA repair	Mito fusion act	PTAP TSG101 blk	TSHR antag	TCR act	Tb PFK inh	AT treatment
COc1ccc(NC(=O)c2cc(S(=O)(=O)N3CCOCC3)cs2)cc1	?	-1%	-3%	5%	9%	-1%	-7%	21	7%	-1%	5%
CC1CCCN(C(=O)CNS(=O)(=O)c2cccs2)C1 (stereo not drawn)	-16%	1%	3%	-5%	?	-1%	0%	12	5%	-21%	-4%

Next section.
SMILES	a7 integrin act	ASM inhibitor	Chronic BCR inh	Eya2 phos inh	ELG1 DNA repair	Mito fusion act	PTAP TSG101 blk	TSHR antag	TCR act	Tb PFK inh	AT treatment
COc1ccc(NC(=O)/C(Cl)=C(/Cl)S(=O)Cc2ccc(C)cc2)cn1 (stereo not drawn)	.	.	?	-21%	?	-12%	.	-50	.	-9%	-4%
CC(C)c1ccc(N(CC(=O)NCC2CCCO2)C(=O)Cn2nnc(-c3cccs3)n2)cc1 (stereo not drawn)	18%	0%	-15%	-5%	-1%	2%	-9%	-2	-1%	-10%	2%
COCC(C)NC(=O)c1cccc(Cl)c1 (stereo not drawn)	8%	2%	.	.	.	-2%	2%	.	-3%	.	.
COc1cccc(/C=N/Nc2nc(N3CCCC3)nc(N3CCCC3)n2)c1O	-3%	41%[activator]	?	-13%	15µM*	0%	-5%	-9	-9%	2%	-4%
O=C(c1ccco1)N1CCCSC1=Nc1ccccc1	0%[7.66 µM]	1%	5%	-4%	13%	3%	-11%	1	-1%	4%	4%
COc1ccc(C)cc1S(=O)(=O)Nc1ccc(F)c(Cl)c1	-3%	-3%	18%	-15%	-17%	?	-2%	25	7%[46.1 µM]	-13%	.
CN(Cc1ccccc1)C(=O)c1ccc2c(c1)OCCO2	-9%	4%	2%	0%	?	-7%	-4%	12	0%	0%	-9%
Cc1cc(NS(=O)(=O)c2ccc(NC(=O)/C=C/c3ccccc3)cc2)no1	?	-4%	3%	5%	-1%	-3%	-9%	3	-8%	-2%	6%
C=CCOc1ccn(C)c(=O)n1	-4%	5%	2%	-17%	5%	-2%	-5%	13	-1%	5%	2%
Cc1ccc(CN2C(=O)c3ccccc3NC2c2cc(Br)ccc2O)cc1 (stereo not drawn)	17%	101%[activator]	?	-4%	-16%	-46%[inhibitor]	-4%	-3	-5%	-4%	-5%
CCOc1ccc2[nH]c(=O)c(CN(Cc3ccccc3)C(=O)N3CCCC3)cc2c1	-7%	9%	0%	-2%	?	-6%	-3%	7	-3%	0%	-1%
C=CCc1c(OC)ccc2c1c(S(=O)(=O)c1ccc(C)cc1)cn2COC	0%	-1%	-2%	-20%	-2%	13%	-4%	-4	-2%	-11%	10%
